Bioassay records from PubChem BioAssay.
LRH-1 inv ag = suppresses constitutive activity of human LRH-1 | O00482 | HEK293T StAR-luciferase reporter, LRH-1 transfected, 24 h | inhibition, % at 3.6 µM | hit rate 0.13% among 360,000 | AID 602396;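 active means inhibition above the mean inhibition of all tested compounds plus 3 SD, cut at about 73% in these data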;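 further: 0% = DMSO wells and 100% = reporter-only cells lacking LRH-1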
NOD2-RIPK2 inh = NOD2-RIPK2 protein interaction inhibition; CHO BLA complementation NOD2-RIPK2, CCF4 ratio; hit rate 0.38% among 360,000; O43353; inhibition, % at 4.98 µM; in the data active means inhibition above about 21%;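 further: 0% = vehicle only and 100% = reference blocker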
Target sequence (O43353 whole entry, looked up): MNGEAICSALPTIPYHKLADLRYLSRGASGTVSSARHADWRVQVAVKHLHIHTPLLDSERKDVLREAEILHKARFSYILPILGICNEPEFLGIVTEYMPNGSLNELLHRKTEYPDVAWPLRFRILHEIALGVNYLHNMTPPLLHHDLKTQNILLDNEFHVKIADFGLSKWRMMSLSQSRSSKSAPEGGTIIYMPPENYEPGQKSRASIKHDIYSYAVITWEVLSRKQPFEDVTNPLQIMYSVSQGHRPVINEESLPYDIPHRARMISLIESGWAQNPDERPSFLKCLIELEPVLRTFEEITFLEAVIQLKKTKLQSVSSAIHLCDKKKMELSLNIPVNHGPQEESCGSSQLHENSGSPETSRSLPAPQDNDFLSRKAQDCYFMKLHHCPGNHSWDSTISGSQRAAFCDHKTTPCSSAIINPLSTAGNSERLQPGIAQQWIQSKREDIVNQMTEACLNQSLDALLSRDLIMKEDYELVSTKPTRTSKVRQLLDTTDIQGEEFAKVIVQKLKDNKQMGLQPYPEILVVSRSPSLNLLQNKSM
TLR9-MyD88 block = blocks human TLR9 binding to MyD88; Q9NR96+Q99836; CHO BLA complementation TLR9-MyD88, CCF4 FRET ratio; inhibition, % at 4.98 µM; hit rate 0.21% among 340,000;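 active means inhibition above the mean over all tested compounds plus 3 SD, cut at about 21% in these data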;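 further: 0% = DMSO only wells and 100% = clavulanate BLA inhibitor control wells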
MC4R ag barr = activates human MC4R beta-arrestin recruitment. activation, % at 8.9 µM. U2OS MC4R beta-arrestin complementation, luminescence; percent of melanotan II response, DMSO zero. hit rate 0.98% among 360,000. P32245;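 active means activation above a per-plate cutoff, the mean activation of sample wells on that plate plus 3 SD, cut at about 8% in these data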
NCOA3 inh = inhibitors of human steroid receptor coactivator 3 (SRC3). hit rate 0.17% among 360,000. inhibition, % at 3.6 µM. AID 588352. HEK293 GAL4-SRC3 luciferase reporter, luminescence. Q9Y6Q9;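 active means inhibition above a per-campaign cutoff, the mean of all compounds plus 3 SD, cut at about 60% in these data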;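 further: 0% = DMSO-treated cells and 100% = gossypol-treated cells at 36 µM; higher means less SRC3-driven luciferase light from the GAL4 reporter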
SRC2 inh = human SRC2 (NCOA2) inhibition. Q15596. HEK293 GAL4-SRC2 luciferase reporter, luminescence. inhibition, % at 9 µM. hit rate 0.17% among 370,000. AID 651957;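 active means inhibition above the mean inhibition of all tested compounds plus 3 SD, set per campaign, cut at about 52% in these data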;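 further: 0% = DMSO treated cells and 100% = cells given Gossypol at 36 µM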
EBV LMP1 NFkB = inhibitors of Epstein-Barr LMP1-induced NF-kappaB reporter. hit rate 0.69% among 350,000. LMP1-induced NF-kappaB luciferase reporter cells, luminescence. inhibition, % at 12.5 µM; in the data active means inhibition above about 41%;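 further: 0% = neutral control wells and 100% = reference inhibitor control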
MC4R antagonist = human MC4R antagonism in cAMP assay; hit rate 0.48% among 360,000; AID 540295; MC4R-expressing cells, MTII-stimulated cAMP, LANCE TR-FRET; inhibition, % at 6.5 µM;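 active means inhibition above its plate's cutoff, the mean of tested wells on that plate plus 3 SD, cut at about 29% in these data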;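 further: 0% = Melanotan II alone and 100% = Melanotan II plus saturating MCL0020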
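System – human MC4R-expressing U2OS cells · Also added – Melanotan II · Dosing – one concentration, 6.5 µM nominal · Timing – 30-min compound, 1-h challenge, 1-h detection, room temperature · Measured by – Eu-cAMP/anti-cAMP TR-FRET, emission 671 nm · Replicates – singlicate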
NCOA1 inh = human NCOA1 inhibition; HEK293 GAL4-SRC1 luciferase reporter, luminescence; inhibition, % at 3.6 µM; hit rate 0.12% among 360,000; AID 588354;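 active means inhibition above the campaign mean plus 3 SD, with each screening campaign given its own cutoff, cut at about 60% in these data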;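 further: 0% = DMSO treated cells and 100% = gossypol at 36 µM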
NR2F2 inh = inhibitors of human COUP-TFII (NR2F2); HEK293T NGFI-A luciferase reporter, luminescence; inhibition, % at 8.6 µM; hit rate 0.7% among 370,000;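 active means inhibition above a per-plate cutoff, mean inhibition of test wells between control levels plus 3 SD, cut at about 38% in these data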;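 further: cells cotransfected with COUP-TFII expression vector driving the NGFI-A reporter; 0% = median of COUP-TF2 test wells and 100% = reporter-only cells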
Target sequence (P24468 whole entry, looked up): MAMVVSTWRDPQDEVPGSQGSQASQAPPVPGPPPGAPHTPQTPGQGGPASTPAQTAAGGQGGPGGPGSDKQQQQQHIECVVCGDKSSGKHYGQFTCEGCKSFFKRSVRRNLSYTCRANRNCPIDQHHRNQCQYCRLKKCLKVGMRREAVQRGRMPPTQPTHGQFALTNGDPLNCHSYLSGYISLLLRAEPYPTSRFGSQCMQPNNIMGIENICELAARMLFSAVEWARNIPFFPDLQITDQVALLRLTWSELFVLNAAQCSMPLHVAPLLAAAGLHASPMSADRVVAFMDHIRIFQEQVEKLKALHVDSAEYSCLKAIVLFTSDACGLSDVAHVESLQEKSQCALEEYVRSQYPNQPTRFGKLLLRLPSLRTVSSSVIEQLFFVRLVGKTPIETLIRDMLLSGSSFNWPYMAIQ
ABHD5-PLIN5 inh = ABHD5-PLIN5 protein interaction inhibition; hit rate 0.78% among 360,000; inhibition, % at 4 µM; Q00G26+Q8WTS1; Split G. princeps luciferase complementation, luminescence, 4 h; AID 602281;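 active means inhibition above the mean inhibition across every tested compound plus 3 SD, cut at about 22% in these data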;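 further: 0% = DMSO only wells and the 100% control is not disclosed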
An asterisk follows results filed as active; nt = no result given. Not all compounds are listed; rates above refer to the full screens.

SMILES	LRH-1 inv ag	NOD2-RIPK2 inh	TLR9-MyD88 block	MC4R ag barr	NCOA3 inh	SRC2 inh	EBV LMP1 NFkB	MC4R antagonist	NCOA1 inh	NR2F2 inh	ABHD5-PLIN5 inh
CN(Cc1ccccc1)C(=O)c1cccc(NC(=O)Cc2cccc(NC(=O)C3CCN(C(=O)C4CCC4)CC3)c2)c1	6	-12	-10	2.6	-26	7	1	17	-4	3	3
COc1ccc(COC(=O)c2cc([N+](=O)[O-])ccc2N2CCOCC2)cc1F	30	4	1	-3.9	14	-2	1	-28	2	-66	1
O=C(Nc1ccc2c(c1)OCO2)C1CC(c2ccccc2O)=NO1 (configuration not stated)	-12	1	-4	0.6	-53	-14	6	17	-22	-23	-4
CCOC(=O)c1nc[nH]c1C	19	3	-12	-0.4	-13	-2	10	19	11	1	-5
COC(=O)C1=C(C)N(c2ccc(Cl)c(Cl)c2)C(=O)C1	1	4	-4	-1.5	23	-2	14	0	1	4	0
O=c1oc2ccccc2cc1NCc1ccccc1O	-28	-11	-7	4.2	-60	-48	-30	7	-74	-25	-1
CCOc1ccc(S(=O)(=O)NCc2ccc(F)cc2)c2cccnc12	5	-6	-2	-0.2	12	24	10	5	-8	10	6
COc1ccc(C(=O)COC(=O)CN2C(=O)NC(C)(C)C2=O)cc1OC	-4	0	-9	0.5	3	-7	-5	18	-5	4	4
CN1CC(=O)NC1=NC(=O)c1ccc(Cl)c(S(=O)(=O)N2CCCCCC2)c1	0	4	-12	0.2	-1	-10	-12	-9	-19	12	-1
COc1ccc(C(=S)Nc2ccc(C)cc2)cc1	-146	-8	-3	0.0	-86	-64	-16	3	-79	-39	-10
COc1ccc([C@H]2C[C@@H](n3cc(C4CC4)nn3)[C@H](O)CN2C(=O)C2CCCCC2)cc1	-3	-6	2	-1.4	3	-19	14	8	2	-31	-8
COc1c(Br)cc(Br)cc1C(=O)O	3	-8	0	-0.1	4	-6	-4	4	3	14	1
O=S(=O)(Nc1cccc2ccccc12)c1ccccc1	22	1	0	3.0	6	-18	2	2	12	20	1
O=[N+]([O-])c1ccc(NN=CC2CCCCCC2)c([N+](=O)[O-])c1	2	-24	nt	nt	nt	-22	nt	nt	nt	-7	-2
CNS(=O)(=O)c1cccc(C(=O)OCc2cc(Cl)cc3c2OCOC3)c1	-6	8	2	1.0	-12	3	7	8	-12	7	4
COc1ccccc1OCCNC(=O)c1ccc(S(=O)(=O)N(C)C)cc1	8	-5	2	1.3	7	6	0	8	3	3	4
COc1cc2c(cc1NC(=O)c1cc(-c3cccnc3)nc3ccc(C)cc13)oc1ccccc12	-6	1	-3	1.1	-5	8	13	7	8	16	1
O=C1CSC(c2c(F)cccc2Cl)N1c1cccc(F)c1 (configuration not stated)	-24	-1	7	1.5	-1	10	-4	-4	4	7	6
CC(C)OCCCN1CC(=O)N2[C@@H](Cc3c([nH]c4ccccc34)C2(C)C)C1=O	-13	1	-4	0.1	-1	9	-14	-2	4	4	2
CCOC(=O)Cc1csc(NC(=O)/C=C/c2cccc(Br)c2)n1	2	6	4	2.1	26	16	22	-2	14	58*	0
O=C(O)COc1ccc2c(c1)CCCC2	9	-6	6	-0.7	-2	-1	-6	9	-1	1	3
Cn1nc(C(=O)N2CCN(c3ccccn3)CC2)c2ccccc2c1=O	3	-16	-6	1.6	-6	-35	-4	14	0	21	8
c1cc2[nH]snc2c2nc(C3CC3)nc12	-13	2	3	-1.6	33	40	27	1	50	26	-3
C[C@@H]1CC=C[C@@H]2[C@H]1C(=O)N(Cc1ccccc1)[C@H]2c1cccc(C#Cc2ccccc2)c1	-9	-1	-2	-0.6	6	-2	5	17	-17	-2	-5
Cc1cc(Cl)ccc1C(=O)C1CCCN(C(=O)/C=C/c2cnn(C)c2)C1 (configuration not stated)	5	1	-5	-1.0	10	-12	-3	3	-9	-1	3

Just EBV LMP1 NFkB and MC4R ag barr, for three of the compounds above:
structure,EBV LMP1 NFkB,MC4R ag barr
CCOC(=O)c1nc[nH]c1C,10,-0.4
CN1CC(=O)NC1=NC(=O)c1ccc(Cl)c(S(=O)(=O)N2CCCCCC2)c1,-12,0.2
CC(C)OCCCN1CC(=O)N2[C@@H](Cc3c([nH]c4ccccc34)C2(C)C)C1=O,-14,0.1

(continued)
SMILES	LRH-1 inv ag	NOD2-RIPK2 inh	TLR9-MyD88 block	MC4R ag barr	NCOA3 inh	SRC2 inh	EBV LMP1 NFkB	MC4R antagonist	NCOA1 inh	NR2F2 inh	ABHD5-PLIN5 inh
Cc1cccc(N2CCC(N3CCN(C4CCCCC4)C(CCO)C3)CC2)c1C (configuration not stated)	-3	-10	13	-2.1	-3	-25	11	3	4	16	-4
CCCCN(C=O)c1c(CC)nc2c(OCCOc3ccccc3)cccn12	-6	-24	nt	0.0	-4	-4	nt	14	2	-1	4
Cc1ccc(S(=O)(=O)N2CCCCC2C(=O)O)cc1 (configuration not stated)	-16	-4	-2	-1.2	16	-31	-2	6	-5	1	6
Cc1ccc(OC(F)F)c(NC(=O)Nc2cccc(C(F)(F)F)c2)c1	17	8	1	2.6	19	nt	6	8	5	nt	-13
COc1cccc(C(=O)N2CCn3c2nc2ccccc23)c1	-13	-5	-4	0.3	4	-19	-3	-3	-36	2	-4
CCCCCC(=O)N/N=C(\C)c1ccc(N2CCCCC2)cc1	-12	-7	-3	1.2	-25	-27	-2	5	-16	-10	6
COc1ccccc1C(=O)NC(=O)COC(=O)C1CC1	-18	-3	-2	-1.8	-4	-5	-9	10	3	-21	6
O=C(COc1ccccc1)Nc1ccc(S(=O)(=O)Nc2ncccn2)cc1	7	-6	4	-2.1	6	2	2	0	1	-13	-3
NC(=O)Nc1ccc(C(=O)OCC(=O)N(Cc2ccccc2)C2CCS(=O)(=O)C2)cc1 (configuration not stated)	-4	0	1	-2.1	6	12	12	11	-11	-3	1
Cc1ccc(NC(=O)C2CC(=O)Nc3nncn32)cc1 (configuration not stated)	9	2	4	-0.1	11	-6	-6	21	0	17	-3
CCC(C)C(NC(=O)C1CCC(=O)N1C(=O)OCc1ccccc1)C(=O)NC(C(=O)N1CCCC1C(N)=O)C(C)CC (configuration not stated)	-6	-2	-2	-2.1	-10	-12	1	22	5	13	-2
CN(C)CCCCCN(C)Cc1cc2ccccc2o1	4	-9	3	0.7	9	-1	-7	3	-42	-8	-3
COc1ccccc1NC(=O)CSc1nnc(C2CCCCC2)o1	-5	-4	-5	-0.9	-2	-37	-16	-4	-27	11	2
Cc1ccc(C(C)NC(=O)C2CCCC2)c(C)c1 (configuration not stated)	-8	-2	-5	-0.3	-11	6	5	2	1	10	-8
COC(=O)c1ccc(-c2cc3onc(-c4ccccc4)c3c(=O)n2C)cc1	-17	2	7	0.1	-8	-52	-10	1	-68	-6	-2
COc1ccccc1N1CCN(CCOc2c(OC)cccc2OC)CC1	20	-2	8	-0.5	-8	-11	6	5	-6	2	-1
Cn1c2c(c(=O)n(C)c1=O)CS(=O)c1ccccc1N2 (configuration not stated)	4	-8	nt	nt	11	-6	nt	nt	6	0	-2
COCCNc1ncnc2c1ncn2[C@H]1CN(Cc2cc(OC)c(OC)c(OC)c2)C[C@@H](CO)O1	-2	9	nt	-3.0	2	-3	nt	3	11	-11	-1
CCOc1ncccc1C(=O)Nc1nnc(C(CC)CC)s1	22	5	3	-1.7	1	17	7	-17	8	16	3
Cc1ccc(C(=O)O)cc1N=Cc1cc(Br)cc(Br)c1O	11	4	14	-1.6	7	nt	-4	8	-7	nt	-6
CN1CCN(C(=S)NC(=O)c2ccccc2Cl)CC1	17	8	-5	-2.6	-23	-1	-3	16	0	-22	1
Cn1c(C(=O)NCCN2CCCCCC2)cc2c(=O)n(C)c3ccccc3c21	-3	0	-10	1.2	-1	-9	-10	6	-4	0	6
CC(C)=NOCC(=O)Nn1c(COc2ccccc2)nc2ccccc2c1=O	17	-6	1	0.2	-12	-8	3	-3	-1	-3	-6
c1cncc(-c2nc(NCC3COc4ccccc4O3)c3ccccc3n2)c1 (configuration not stated)	25	3	-17	1.6	-2	4	-4	-5	8	11	13
COc1cc(/C=N\NC(=O)c2cccnc2)ccc1OC(=O)c1ccccc1Cl	-3	1	1	-3.2	3	-3	-1	7	-2	-8	-1

Following part.
SMILES	LRH-1 inv ag	NOD2-RIPK2 inh	TLR9-MyD88 block	MC4R ag barr	NCOA3 inh	SRC2 inh	EBV LMP1 NFkB	MC4R antagonist	NCOA1 inh	NR2F2 inh	ABHD5-PLIN5 inh
Cc1cc(NC(=O)CSc2nnc(-c3cccs3)n2N)no1	1	8	-1	0.8	10	-28	-1	8	0	0	1
O=C(CCc1nc2ccccc2c(=O)[nH]1)NNC(=O)COc1cccc(F)c1	-12	1	14	1.9	14	-38	-1	0	-6	19	0
O=C(Oc1c(-c2ccccc2)c(=O)n2c3c(cccc13)CC2)c1ccco1	15	-12	nt	-1.4	7	-62	-5	-3	10	4	-18
O=C(c1ccc(-n2c(SCc3cc(F)ccc3F)nc3ccccc3c2=O)cc1)N1CCOCC1	1	-1	2	2.0	17	-20	-12	0	-9	3	-3
CC1(C)Cc2c(sc(NC(=O)C(C)(C)C)c2C#N)C(C)(C)N1	4	-3	1	-1.6	-8	-8	1	10	5	3	-4
CCCCn1c(SCc2cccc([N+](=O)[O-])c2)nc2ccsc2c1=O	11	3	2	1.4	21	-15	6	8	18	9	17
O=C(NCC1CCCN(C(=O)c2cccc(C(F)(F)F)c2)C1)c1ccc(F)cc1 (configuration not stated)	-1	-7	5	-1.3	16	17	2	5	-19	8	2
O=C(Nc1nc2ccccc2[nH]1)c1cccc(Br)c1	-106	-9	-7	-1.6	-119	-74	-20	24	-104	-45	1
N/C(=N\OC(=O)CC1CCCCC1)c1cccc(Br)c1	9	5	-3	0.8	5	-15	-17	0	12	-1	-2
CN1CCN(c2ccc(Cl)cc2NC(=O)c2nn(-c3ccccc3)c(=O)c3ccccc23)CC1	-1	5	-1	-1.1	15	-7	-1	0	0	9	2
Cc1cc(S(=O)(=O)N2CCN(Cc3ccccc3)CC2)c(C)s1	18	-3	-9	0.3	18	-11	11	7	-2	1	-1
COCC(C)n1c(C)cc(C(=O)COC(=O)/C=C/c2cccc(F)c2)c1C (configuration not stated)	1	-2	3	-2.4	22	-23	18	6	-7	7	2
Clc1ccc(C(c2nnnn2CCc2ccccc2)N2CCSCC2)cc1 (configuration not stated)	8	-8	-1	-2.1	-49	-2	5	8	-13	17	-6
CC(=O)c1ccc(S(=O)(=O)N2CCC(C(=O)Nc3ncc(C)s3)CC2)cc1	9	0	-2	-0.4	3	-22	2	-1	-17	6	-6
Nc1c(C(=O)N2CCOCC2)sc(=S)n1-c1ccccc1	-1	1	-3	-1.3	10	-20	7	-1	-6	-26	-1
COC(=O)c1n[nH]n(-c2cc(Cl)cc(Cl)c2)c1=O	10	-8	-4	-1.2	20	-20	6	6	13	-14	0
